Peg3 promoter: Peg3 promoter activity inhibition; inhibition, % at 20 µM; HeLa PEG-Prom luciferase reporter, luminescence, overnight; 1.7% of 360,000 active;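 active = inhibition of at least 50% at 20 µM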
H9c2 protect: modulators protecting cardiomyocytes from myocardial damage; H9c2 cardiomyocytes, H2O2 injury protection, ATPLite, 2 h; protection from H2O2 cell death, % at 20 µM; 0.63% of 360,000 active; AID 588492;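 active = compounds giving at least 50% protection of heart cells from peroxide-induced death in the single-dose screen, raw or plate-pattern-corrected value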;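 note: 0% = DMSO wells with peroxide and 100% = DMSO wells without peroxide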
NR2E3 ag-1: human photoreceptor-specific nuclear receptor agonism. AID 602229. CHO-S Gal4-NCOR/VP16-NR2E3 two-hybrid, luciferase. Q9Y5X4. 0.35% of 360,000 active. inhibition of corepressor binding, % at 3.98 µM;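 active = inhibition above the mean of all tested compounds plus 3 SD, cut at about 70% in these data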;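 note: 0% = DMSO with NR2E3 transfected cells and 100% = cells lacking NR2E3 construct; higher means lower luciferase signal from less NR2E3 corepressor binding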
Target sequence (Q9Y5X4 whole entry, looked up, the tested form may be a part): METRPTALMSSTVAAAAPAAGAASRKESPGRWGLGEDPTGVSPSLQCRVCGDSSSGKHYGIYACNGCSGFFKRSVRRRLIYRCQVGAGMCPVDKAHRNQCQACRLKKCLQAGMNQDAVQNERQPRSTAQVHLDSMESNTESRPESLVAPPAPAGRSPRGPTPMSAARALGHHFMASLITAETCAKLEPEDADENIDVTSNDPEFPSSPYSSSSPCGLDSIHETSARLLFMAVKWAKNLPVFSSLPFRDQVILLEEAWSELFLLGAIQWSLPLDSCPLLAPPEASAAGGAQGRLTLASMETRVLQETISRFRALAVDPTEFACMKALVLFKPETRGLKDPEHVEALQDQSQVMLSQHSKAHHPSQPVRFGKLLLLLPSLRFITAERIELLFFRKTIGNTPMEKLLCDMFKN
NR2E3 ag-2: activates human photoreceptor nuclear receptor NR2E3 | AID 2300 | 0.12% of 320,000 active | GST-NR2E3/biotin-RetCOR TR-FRET, 1536-well | Q9Y5X4 | inhibition of corepressor binding, % at 4.78 µM;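 active = percent inhibition above the cutoff of mean plus 3 SD of all tested compounds, set per screening campaign, cut at about 20% in these data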;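 note: 0% = DMSO wells and 100% = biotin wells as full block of FRET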
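Material: NR2E3–RetCOR corepressor complex / Incubation: Compound–protein incubation for 5 h at 4 °C / Dosing: compound at 4.8 µM, single dose / Detection: time-resolved FRET / Benchmarks: high control biotin, low control 0.6% DMSO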
PDI turbidity: blocks human protein disulfide isomerase activity; AID 588391; 0.052% of 350,000 active; inhibition, % at 10 µM; P07237; PDI insulin aggregation turbidity, A650, 90 min;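 active = mean inhibition across replicates of 30% or more, whatever share of single replicates reach that level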;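 note: absorbance from insulin aggregation driven by PDI reduction with DTT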
Shn3 3UTR inh: reduces Shn3 3'UTR luciferase signal in osteoblasts; Clone20 osteoblast Shn3 3'UTR firefly luciferase, 24 h; inhibition, % at 12.5 µM; 0.52% of 360,000 active; AID 588674;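 active = mean inhibition of at least 75% with every replicate also reaching 75%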;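 note: 0% = median of neutral control wells and 100% = pilot-screen positive control compound; some compounds past the cut are filed as inactive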
hiPSC survival: increases survival of single human iPS cells; hiPSC single-cell survival, ATPlite luminescence; 100% = ROCK inhibitor wells, 0% = DMSO; survival enhancement, % at 20 µM; 0.044% of 360,000 active; in the data active = survival enhancement above about 18%;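 note: cells exposed to compounds for 16 hours before the ATP read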
CaV13 ICDI inh: Primary screen for inhibitors of IQ motif and Ca2+-dependent inactivation inhibitor domain binding in CACNA1D, Förster resonance energy transfer in living cells, …; HEK cells, CFP/YFP FRET ICDI-IQ, plate reader, 10 min; percent FRET-ratio fall versus neutral wells; inhibition, % at 12.3 µM; 0.098% of 340,000 active;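 active = mean replicate inhibition of at least 30% and at least 1% of replicates passing that level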;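 note: 0% = median of the neutral control wells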
TRPM1 prom inh: MITF TRPM1 promoter inhibition in SK-MEL-5 cells. SK-MEL-5 TRPM1 promoter luciferase, 24 h. 0.83% of 330,000 active. AID 488899. inhibition, % at 12.5 µM;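 active = mean inhibition across replicates of 60% or more, whatever share of single replicates reaches that level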; note: values of inactives mirror those of a sister screen read the other way
HTR2A ag: agonists of mouse serotonin 5-HT2A receptor (HTR2A) | 0.66% of 360,000 active | AID 624169 | CHO-K1 mHTR2A beta-arrestin complementation, luminescence; percent of 30 µM serotonin response | P35363 | activation, % at 7.6 µM;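 active = activation above a run cutoff, the mean activation of all tested compounds plus 3 SD, cut at about 14% in these data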;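 note: 0% = plate median of compound wells and 100% = 30 µM serotonin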
Target sequence (P35363 whole entry, looked up): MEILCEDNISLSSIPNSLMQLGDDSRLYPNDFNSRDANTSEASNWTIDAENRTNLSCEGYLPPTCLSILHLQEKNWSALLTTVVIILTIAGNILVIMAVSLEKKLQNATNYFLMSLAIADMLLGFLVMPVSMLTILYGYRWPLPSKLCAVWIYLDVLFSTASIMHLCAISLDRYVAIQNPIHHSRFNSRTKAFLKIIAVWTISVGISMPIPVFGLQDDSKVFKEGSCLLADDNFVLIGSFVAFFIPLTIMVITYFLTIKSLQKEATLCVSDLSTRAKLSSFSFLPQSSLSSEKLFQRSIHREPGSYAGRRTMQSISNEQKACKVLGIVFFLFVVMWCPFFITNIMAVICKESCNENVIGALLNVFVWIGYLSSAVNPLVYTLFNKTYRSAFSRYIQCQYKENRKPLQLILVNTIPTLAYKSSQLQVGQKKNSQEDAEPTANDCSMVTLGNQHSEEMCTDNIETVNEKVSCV
HIF-2a inh: HIF-2a inhibition; 786-0 RCC cells HIF-2a reporter, luciferase luminescence, overnight; inhibition, % at 18.8 µM; 0.72% of 360,000 active; AID 624352;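 active = inhibition of the luminescence signal of 40% or more relative to plate controls, in a single-dose primary screen at 18.75 µM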
The depositor's hits bear a star; x = no result given.

molecule | PDI turbidity | hiPSC survival | NR2E3 ag-1 | HTR2A ag | NR2E3 ag-2 | CaV13 ICDI inh | TRPM1 prom inh | HIF-2a inh | H9c2 protect | Shn3 3UTR inh | Peg3 promoter
O=C(/C=C/c1ccccc1Cl)N1CCCN(C(=O)/C=C/c2ccccc2Cl)CC1 | -2 | 5.4 | 11 | -2 | 5 | -3 | -14 | -47 | 6 | 1 | -78
CN(CC(=O)OCC(N)=O)S(=O)(=O)c1ccc(Cl)cc1 | 0 | -0.3 | 16 | 4 | -1 | -20 | 1 | 13 | -7 | -7 | -9
CCOC(=O)c1cn(CC)c2cc(F)c(F)cc2c1=O | 9 | 0.9 | 18 | 0 | -1 | -2 | 3 | 17 | -1 | -1 | -7
CCOC(=O)Nc1ccc2c(c1)C(=NNC(N)=S)c1ccccc1-2 | -7 | 3.4 | -18 | -12 | x | -14 | -1 | -65 | 35 | 2 | 71*
CCC(=O)N1CCN(c2ccccc2NC(=S)NC(=O)c2ccco2)CC1 | -1 | 0.5 | 1 | -4 | 3 | -6 | -6 | -32 | 14 | -9 | -25
COc1ccc(Cl)cc1-n1c(C)cc(C=O)c1C | -1 | 3.9 | -7 | -3 | 3 | x | 17 | 15 | 0 | 5 | 0
Cn1nnnc1SCC(=O)NCC(=O)c1ccccc1 | 11 | -3.2 | 9 | 2 | -1 | -3 | -12 | -20 | -3 | 0 | 3
O=C(CN(Cc1ccccc1Cl)C(=O)CNS(=O)(=O)c1ccc(F)cc1)NCC1CCCO1 (configuration not stated) | -10 | 0.9 | -17 | 9 | 0 | -3 | 10 | 12 | 2 | -7 | 14
C=CCOc1cccc(C2c3c(oc4ccccc4c3=O)C(=O)N2c2ccccn2)c1 (configuration not stated) | x | -0.3 | -15 | 7 | 0 | -12 | 13 | 0 | -10 | 2 | 22
CS(=O)(=O)Nc1ccc(C2=NN(C(=O)CCCC(=O)O)C(c3cccs3)C2)cc1 (configuration not stated) | 4 | 0.4 | -16 | 2 | 0 | -4 | -4 | 3 | -2 | 1 | -12
COc1ccc2[nH]c(=O)c(CN(CCO)S(=O)(=O)c3c(C)ccc4nsnc34)cc2c1 | 2 | 3.5 | -9 | -1 | 1 | -3 | 2 | 22 | 19 | 9 | -4
CCOC(=O)Cn1nc(C)n(-c2c(C)cccc2C)c1=O | 0 | -0.5 | 19 | 1 | -2 | -1 | 6 | 10 | 4 | -4 | 5
O=C(COc1ccccc1)N1CCN(S(=O)(=O)c2ccc(Cl)cc2)CC1 | 7 | -2.3 | -5 | -1 | 2 | -8 | 12 | 21 | 12 | 2 | 12
N#Cc1nc(COc2ccccc2F)oc1NCc1ccc(F)cc1 | -6 | 0.6 | -44 | -10 | 4 | -5 | 2 | -45 | -22 | -2 | -32
COc1ccc(N2CCN(C(=O)c3ccc4c(=O)n(CC5CCCO5)c(=O)[nH]c4c3)CC2)cc1 (configuration not stated) | 18 | 2.3 | -28 | 2 | 2 | -8 | 8 | 11 | -3 | -4 | 1
COc1ccccc1N1CCN(S(=O)(=O)c2ccc(NC(C)=O)cc2)CC1 | -12 | 0.1 | 0 | -2 | -3 | -19 | 4 | 16 | -2 | -4 | 8
Cc1ccc(SC(CC(=O)c2ccc(C(C)(C)C)cc2)C(=O)O)cc1 (configuration not stated) | 1 | -0.5 | 7 | -6 | 2 | -1 | 1 | 10 | 0 | 13 | 29
CCN1C(=O)N(CC)C2C1N(CO)C(=O)N2CO (configuration not stated) | 1 | -0.6 | -14 | -4 | -3 | -6 | -5 | 11 | 6 | -5 | 3
COC(=O)c1cc2nc(-c3ccc(OC)c(OC)c3)cc(C(F)(F)F)n2n1 | 1 | 1.7 | 14 | 4 | 2 | 0 | -6 | 13 | 17 | -1 | 8
O=C(Nc1ccc(C(=O)O)cc1)/C(=C\c1ccc2c(c1)OCO2)NC(=O)c1ccco1 | 3 | -0.2 | -5 | 0 | 5 | -3 | -1 | 21 | -8 | -15 | -2
CCOC(=O)C(=O)N(C)c1c(CC)nc2c(OCc3ccc(Cl)cc3)cccn12 | 4 | 3.0 | -8 | -3 | x | -10 | x | 7 | 10 | 3 | 6
O=C(Nc1ccccc1F)C(=Cc1sc(N2CCOCC2)nc1-c1ccccc1)C(=O)Nc1ccccc1F | 5 | -1.0 | -21 | 5 | 3 | -172 | -10 | 3 | 4 | 4 | 47
Nc1c(Cl)cc(-c2cn(CCC(=O)O)c(-c3ccncc3)n2)cc1Cl | 8 | 5.6 | 4 | 2 | 2 | -4 | -3 | 7 | 8 | 1 | -5
O=C(COC(=O)Cc1ccc(Cl)cc1)NCCc1ccccc1 | 0 | 0.3 | 12 | 2 | 5 | -2 | 6 | 8 | 4 | -7 | -7
CCOc1ccccc1CNC(=O)CCCn1ncn2c(cc3occc32)c1=O | 13 | -0.1 | 16 | 3 | 5 | -3 | 7 | -3 | -2 | -10 | 11
CCc1cc(=O)oc2cc(C)cc(OC(C)C(=O)NC3CCN(Cc4ccccc4)CC3)c12 (configuration not stated) | -5 | -0.4 | -11 | -7 | -2 | -7 | -5 | 0 | -1 | -9 | -7
Cc1nc(-c2cccc(NS(=O)(=O)c3cccc4ccccc34)c2)cs1 | 9 | -1.2 | 2 | 11 | -1 | -6 | -2 | 5 | -16 | 1 | 18
Cc1ccccc1C(=O)Nc1ccccc1-c1nnn(CC(=O)Nc2ccc3c(c2)OCCO3)n1 | -19 | -3.2 | -7 | 5 | -4 | -4 | -9 | -10 | 4 | 4 | 3
COc1ccc(N/C=C2/Sc3ccccc3NC2=O)cc1 | 1 | -2.4 | 9 | 0 | 0 | -3 | -45 | -268 | 5 | -114 | -259
O=C(CSc1n[nH]c(-c2cccnc2)n1)Nc1ccc([N+](=O)[O-])cc1Br | 10 | 0.2 | 6 | -2 | 1 | -2 | 5 | 10 | 5 | 6 | 23
CCOC(=O)C1=C(COC(=O)CC(C)c2ccccc2)NC(=O)NC1C (configuration not stated) | -8 | -0.3 | -7 | 5 | -1 | -2 | x | 14 | 0 | 2 | 7
CC(=O)c1ccc(N2CCN(C(=O)CCCc3nc4ccccc4s3)CC2)cc1 | 22 | 0.3 | 4 | 2 | 2 | -15 | 20 | -8 | -12 | 25 | 7
COc1ccccc1/C=C/C(=O)c1ccc(Cl)cc1 | 7 | -1.5 | -7 | 3 | 0 | -6 | -32 | -68 | -17 | -24 | 2
O=C(NC(=S)Nc1ccc2cn[nH]c2c1)c1ccccc1 | 4 | -0.8 | -9 | -6 | 2 | 0 | -30 | -203 | 0 | -63 | -207
COc1ccccc1CNC(=O)COC(=O)c1ccc(S(=O)(=O)N2CCCC2)cc1 | -19 | 1.6 | -17 | 1 | 1 | x | -4 | 11 | 3 | 7 | 6
COc1ccc2nc(NC(=O)Cn3cnc4ccccc4c3=O)sc2c1 | 7 | -0.5 | -43 | 0 | 1 | -13 | -12 | -108 | -5 | -5 | -73
COc1cc(NC(=O)c2ccc3nsnc3c2)cc(OC)c1OC | 5 | 1.0 | -11 | -4 | 0 | -2 | -4 | -10 | 5 | -5 | 9
COc1ccc(NC(=O)c2[nH]ncc2[N+](=O)[O-])cc1 | -1 | 0.0 | -20 | 5 | -3 | -1 | 5 | -44 | -6 | -23 | -62
Cc1nn(-c2ccccc2)c(C)c1C(=O)OCC(=O)NC(=O)NC1CCCC1 | -22 | 4.1 | -5 | 2 | 0 | x | 7 | -45 | -3 | -16 | -24
CCCCCC(=O)NNC(=S)NC(=O)c1ccc([N+](=O)[O-])cc1 | -7 | -1.9 | -10 | 9 | -3 | -6 | 0 | -1 | -4 | 2 | -4

Shown as a hit in Peg3 promoter, among the entries above:
| smiles | PDI turbidity | NR2E3 ag-1 | HTR2A ag | NR2E3 ag-2 | CaV13 ICDI inh | TRPM1 prom inh | HIF-2a inh | Shn3 3UTR inh | Peg3 promoter |
| --- | --- | --- | --- | --- | --- | --- | --- | --- | --- |
| CCOC(=O)Nc1ccc2c(c1)C(=NNC(N)=S)c1ccccc1-2 | -7 | -18 | -12 | x | -14 | -1 | -65 | 2 | 71* |

(next part)
molecule | PDI turbidity | hiPSC survival | NR2E3 ag-1 | HTR2A ag | NR2E3 ag-2 | CaV13 ICDI inh | TRPM1 prom inh | HIF-2a inh | H9c2 protect | Shn3 3UTR inh | Peg3 promoter
O=C(CN1CSCC1=O)N1CCN(S(=O)(=O)c2cccc(F)c2)CC1 | -13 | -0.4 | -10 | 4 | -3 | -5 | 0 | 10 | 9 | -68 | 5
COc1ccc(NC(=O)CS(=O)CC(=O)NCc2cccc(C(F)(F)F)c2)cc1 (configuration not stated) | 2 | -1.1 | -22 | 10 | 2 | -5 | 12 | 20 | -1 | -27 | 12
Cc1ccc(C(=O)NCc2nnc(SCC(=O)NC(C)c3ccccc3)n2C)cc1 (configuration not stated) | -2 | -1.5 | 0 | -1 | 3 | -6 | 1 | -1 | 0 | -9 | 11
CC1CN(c2oc(-c3ccco3)nc2S(=O)(=O)c2ccccc2)CC(C)O1 (configuration not stated) | -4 | -1.9 | -11 | 3 | -4 | -8 | -2 | 3 | 2 | -23 | 2
CCOc1ccccc1N1CCN(C(=O)c2ccc3c(c2)OCO3)CC1 | 3 | -0.3 | -22 | -2 | -1 | x | -5 | -5 | -6 | 3 | 26
O=C(CNc1cc(S(=O)(=O)N2CCOCC2)ccc1NCC1CCCO1)Nc1ccccc1F (configuration not stated) | 5 | 0.0 | -13 | -7 | 0 | -3 | 1 | -102 | 4 | -15 | -39
CCCN1CCC(NC(=O)Cc2ccccc2OC)CC1 | -4 | -0.7 | -10 | -1 | 7 | -5 | -3 | 24 | 2 | -9 | 11
COc1ccc(N2CCN(C(=O)c3ccc(CNc4c(N5CCOCC5)c(=O)c4=O)cc3)CC2)cc1 | -9 | 1.0 | -8 | -3 | 4 | -5 | 5 | 1 | 8 | 5 | 3
CC(C)c1ccc(NC(=O)C2=CC=CN3CCS(=O)(=O)N=C23)cc1 | 0 | -0.4 | -21 | 5 | x | x | -38 | -132 | -9 | -46 | -98
CC(C(=O)NCc1ccccc1)N1C(=O)C2CC=C(Cl)CC2C1=O (configuration not stated) | -1 | -1.2 | 4 | 2 | 4 | -6 | -13 | 5 | 4 | -19 | 16
CN(C)CCN1C(=O)C(O)=C(C(=O)c2ccco2)C1c1ccccc1F (configuration not stated) | -3 | 0.5 | -7 | -1 | 0 | -5 | -7 | 19 | 0 | 13 | 15
S=C(Nc1cccc(Cl)c1)Nc1ccc2c(c1)OCCO2 | -9 | 1.2 | -41 | -5 | x | -3 | -51 | -273 | 0 | -50 | -183
CC1(C)C2CCC(C2)C1C/C=N/NC(N)=S (configuration not stated) | 0 | -0.5 | 12 | 6 | -4 | -4 | 2 | 8 | 1 | -9 | -1
CN(CCc1ccccc1)C(=O)c1ccc(NC(=O)Cc2ccc(NC(=O)C3CCN(C(=O)C4CC4)CC3)cc2)cc1 | 1 | -2.9 | -20 | 1 | x | -4 | -8 | 2 | -10 | 6 | 11
